CCT modulator = cytosolic chaperonin activity modulation; purified chaperonin ATPase assay, HTRF ADP detection, 30 min; activity change, % (no concentration beside the values), hits read low; 0.3% of 360,000 active; in the data active means activity change below about -30%; further: on the % scale 0 is the no-effect control and ±100 the full control effect
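TRiC (40 or 20 nM final, by batch activity) in 30 mM Tris pH 7.4, 100 mM KCl, 5 mM MgCl2, 1 mM DTT was treated with compound at 76 uM single dose, then 10 uM ATP, 30 min at 37 °C. ADP was read by HTRF Transcreener.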
Akt phos inh = Akt phosphorylation inhibition | 0.32% of 360,000 active | Neuro2A IGF-stimulated pAkt S473 HTRF, 20 min; hits give low values | activity change, % for hits at 50 µM; in the data active means activity change below about -80%; inconclusive means mostly about -51% to -80%; further: on the % scale 0 is the no-effect control and ±100 the full control effect
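Neuro2A cells in DMEM with 0.5% FBS, overnight at 37 deg C, given compound at single 50 µM final, then IGF (6 nM final) for 20 min at 37 deg C. Lysed; phospho-Akt Ser473 by HTRF after 24 h, 665/615 ratio.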
EPAC2 agonist = agonists of human EPAC2 (RAPGEF4). Q8WZA2. EPAC2 activation, biochemical qHTS; response scale: 100% = 6.5 mM cAMP response. Potency, µM (titrated, usually from 154 µM), for inactives: at the top dose activation, usual class: activators. 0.079% of 360,000 active. AID 720711; further: potency means the concentration at half of the fitted maximal effect; nearly all actives have a fitted effect of over 50% in size
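Readout is BODIPY fluorescence (480 nm excitation, 540 nm emission), which falls as labeled GDP is exchanged off Rap1B. EPAC2 at 100 nM acted on 250 nM RAP1B-BODIPY-GDP with 50 uM GDP present.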
PTHR1 agonist = agonists of human PTHR1 parathyroid hormone receptor | Q03431 | HEK293 GP2 PTHR1 cells, GloSensor cAMP luminescence, 1 h | Potency, µM (titrated, usually from 115 µM), without a hit: top-dose activation, hits mostly activators | 0.075% of 410,000 active; further: potency means the concentration at half of the fitted maximal effect; nearly all actives have a fitted effect of over 55% in size; some results filed as inactive show a strong effect at the top dose; inactives centre near -15; many of its hits are not listed in these tables
Target sequence (Q03431 whole entry, looked up): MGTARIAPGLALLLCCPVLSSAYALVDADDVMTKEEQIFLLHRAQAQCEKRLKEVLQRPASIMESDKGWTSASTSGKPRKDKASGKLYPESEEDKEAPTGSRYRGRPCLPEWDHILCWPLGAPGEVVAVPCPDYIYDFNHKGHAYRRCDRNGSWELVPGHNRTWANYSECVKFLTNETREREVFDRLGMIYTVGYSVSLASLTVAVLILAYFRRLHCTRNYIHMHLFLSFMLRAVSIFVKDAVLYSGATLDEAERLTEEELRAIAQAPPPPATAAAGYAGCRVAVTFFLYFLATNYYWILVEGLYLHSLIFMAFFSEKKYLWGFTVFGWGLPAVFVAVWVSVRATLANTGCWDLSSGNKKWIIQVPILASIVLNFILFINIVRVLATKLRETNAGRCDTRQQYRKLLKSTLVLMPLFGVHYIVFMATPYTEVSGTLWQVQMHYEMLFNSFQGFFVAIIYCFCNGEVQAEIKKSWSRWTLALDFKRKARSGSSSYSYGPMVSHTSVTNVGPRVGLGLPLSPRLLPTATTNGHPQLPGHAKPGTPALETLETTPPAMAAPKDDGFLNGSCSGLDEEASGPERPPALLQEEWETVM
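HEK-293-derived GP2 cells expressing PTHR1 and a GloSensor cAMP reporter, 3,000/well, plated overnight, given luciferin plus IBMX (each 0.5 mM as added) for 1 h at 37 °C, then compound for 1 h at 37 °C. Luminescence was read after 15 min at room temperature.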
D3 antag = D3 dopamine receptor (human) antagonism; D3R cells, DiscoveRx beta-arrestin luminescence, antagonist mode; hits give low values; max response, negative = inhibition, %; 2.5% of 360,000 active; in the data active means max response below about -50%; inconclusive means no clear call, values can overlap the other calls; further: on the % scale 0 is the no-effect control and ±100 the full control effect; mostly tested at two doses, the higher about 12 µM
Target sequence (P35462 whole entry, looked up): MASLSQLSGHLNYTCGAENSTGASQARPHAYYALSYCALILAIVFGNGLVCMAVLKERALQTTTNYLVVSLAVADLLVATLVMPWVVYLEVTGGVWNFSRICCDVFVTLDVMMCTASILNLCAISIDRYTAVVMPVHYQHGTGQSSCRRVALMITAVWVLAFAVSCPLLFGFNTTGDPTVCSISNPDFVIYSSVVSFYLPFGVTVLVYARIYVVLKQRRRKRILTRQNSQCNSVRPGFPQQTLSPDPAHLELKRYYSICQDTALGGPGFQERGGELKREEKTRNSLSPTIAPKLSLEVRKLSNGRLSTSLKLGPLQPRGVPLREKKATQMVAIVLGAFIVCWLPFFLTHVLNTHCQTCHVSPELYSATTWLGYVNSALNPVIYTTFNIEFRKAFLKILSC
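Cells plated overnight at 1500 cells/well, then exposed to library compounds with dopamine controls for 90 minutes at 37 degrees C. DiscoveRx reagent added for 30–60 minutes at room temperature; luminescence read, quantitative HTS format.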
DRD3 agonist = agonists of human D3 dopamine receptor | D3R DiscoveRx beta-arrestin cells, luminescence, 90 min | P35462 | 0.58% of 410,000 active | AID 652048 | max activation, %; in the data active means max activation above about 30%; further: 0% is about no effect; mostly tested at two doses, the higher about 12 µM
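Agonist mode: compounds and dopamine controls were applied to plated cells for 90 min at 37 degrees C after an overnight attachment at 1500 cells/well. Luminescent read-out followed 30 - 60 minutes at room temperature with DiscoveRx detection reagent.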
Mm-Cpn inhibitor = inhibitors of Methanococcus maripaludis chaperonin (MmCpn) | purified Mm-Cpn ATPase, ADP Transcreener TR-FRET | Potency, µM (series often up to 76.9 µM), for inactives: at the top dose activity, negative = inhibition, hits mostly inhibitors | 0.031% of 330,000 active | AID 504842; further: potency means the concentration at half of the fitted maximal effect; on the % scale 0 is the no-effect control and ±100 the full control effect; nearly all actives have a fitted effect of over 80% in size
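ATP (10 uM final) was added to archaeal chaperonin (25 nM final) after 10 min exposure to test compound at 37°C; after 30 min further incubation, ADP was detected by competitive TR-FRET.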
EPAC2 antag = antagonists of human EPAC2; Q8WZA2; EPAC2 GEF exchange of Rap1B-BODIPY-GDP, fluorescence; Potency, µM (titrated, usually from 114 µM), for the others: at the highest dose activity, negative = inhibition, actives largely listed as inhibitors; 0.18% of 360,000 active; AID 720708; further: potency means the concentration at half of the fitted maximal effect; on the % scale 0 is the no-effect control and ±100 the full control effect; nearly all actives have a fitted effect of over 45% in size; many of its hits are not listed in these tables
* = called active by the depositor; i = inactive; ? = inconclusive; . = not tested or not shown; & = joins results of further samples; [ ] = another dose, or the depositor's remark. Unless noted, the call rests on the fitted dose curve; in most records, active means well fitted curve in the direction sought with a large enough effect; inconclusive means small, poorly fitted or top-dose-only effect, or another doubt; inactive means no such curve, though single readings can be large; an effect the other way counts as inactive or inconclusive.

SMILES	CCT modulator	Akt phos inh	EPAC2 agonist	PTHR1 agonist	D3 antag	DRD3 agonist	Mm-Cpn inhibitor	EPAC2 antag
CCC1C(=O)N=C(SCC(=O)Nc2cccc3ccccc23)NC1=O (stereo not drawn)	-0.2	i	0%	?	-21	3	-3%	4%
O=C(CCN1C(=O)/C(=C/c2ccc(Cl)cc2)SC1=S)NC1C=CS(=O)(=O)C1 (stereo not drawn)	1.1	.	-3%	?	-12	9	4%	-12%
O=C(COC(=O)c1cccc(Cl)c1)Nc1cccc(S(=O)(=O)NC2=NCCC2)c1	-3.0	i	4%	-1%	-12	-2	1%	-7%
COc1ccc(C(=O)Nc2nc3nc(-c4ccccc4)cc(=O)n3[nH]2)cc1	-0.5	i	-7%	-13%	4	-6	0%	8%
Cc1cccc(NC(=S)NNC(=S)NC2CCCCC2)c1C	-1.5	i	-8%	12%	0	-10	1%	17%
CCn1c(-c2ccccc2)csc1=Nc1ccc(O)cc1	-3.2	i	14%	-32%[inhibitor]	-14	3	-1%	-10%
CCC(=O)c1cc2c(cc1NC(=O)c1ccc(C)cc1)OCCO2	0.0	i	2%	6%[57.5 µM]	-15	-4	0%	8%
CC(=Nc1ccccc1)Nc1ccccc1	-2.3	i	9%	-23%[57.5 µM]	-14	-17	-1%	-7%
CC(=O)NCC(=O)N1CCC(n2nccc2NC(=O)CCCc2ccccc2)CC1	-0.7	i	4%	-32%[inhibitor]	-2	3	-17%	8%
NC(=O)CNC(=O)[C@@H]1CC2(CC(c3ccc(Cl)cc3)=NO2)CN1C(=O)c1ccccc1 (stereo partly drawn)	-1.4	i	6%	-13%	-7	16	0%	-2%
Cc1ccc(C)c(NC(=S)N(C)CCO)c1	-0.3	i	5%	i	6	-3	0%	6%
COc1ccccc1Nc1nc(N)nc(CSc2ncccn2)n1	-1.5	i	-4%	0%[57.5 µM]	11	3	-1%	3%
CC(=O)Nc1cccc(C(=O)OCC(=O)N2CCN(C(=O)COC(=O)c3cccc(NC(C)=O)c3)CC2)c1	-4.1	i	16%	-5%	?	-19	.	-1%
COC(=O)c1ccc(CN2CCCC(C(=O)c3ccccc3OC)C2)cc1 (stereo not drawn)	-0.9	i	16%	i	-51*	-25	-12%	-6%
CCOC(=O)c1ccc2c(c1)N(C)C(=O)c1ccccc1S2	1.8	i	12%	-10%	6	-5	-1%	1%
CCC(=O)Nc1cccc(NC(=O)c2cccc([N+](=O)[O-])c2C)c1	-1.6	i	12%	i	-10	3	1%	6%
NC(=O)C12CCCC(Br)(CCC1)C2	-1.9	i	12%	i	-4	0	1%	-2%
Cc1ccc(OCCC(=O)OCC(=O)NCCc2ccccc2)cc1	-6.5	i	7%	i	6	-1	-4%	-17%
CN(C(=O)CSc1nc(O)cc(=O)n1-c1ccccc1F)c1ccccc1	1.5	i	10%	i	17	5	-4%	7%
CCOC(=O)c1sc(NC(=S)NC(=O)c2ccco2)nc1C	-2.7	i	-7%	-44%[inhibitor]	4	-4	0%	-9%
CC(=O)NC(=S)Nc1sc2c(c1C#N)CCCCC2	-31*	i	-8%	-51%[inhibitor]	64	6	2%	2%
O=C(c1ccc2c3c(cccc13)CC2)N1CCN(c2ncccn2)CC1	-2.4	i	11%	i	4	8	.	-2%
CCOc1ccc2c(c1)c1nnc(SCC3CCCO3)nc1n2C (stereo not drawn)	-3.2	i	-14%	-1%[57.5 µM]	23	5	-6%	-4%
O=C(c1cccc(S(=O)(=O)Nc2ccc(Br)cc2)c1)N1CCCC1	0.7	i	3%	-21%	6	4	0%	15%
O=C(NCc1ccccc1F)C1CCCN1C(=O)NC1CCCCC1 (stereo not drawn)	-3.4	i	1%	-2%[57.5 µM]	30	-1	-2%	6%
Cc1nn(CCC(=O)NCc2ccc(N(C)C)cc2)c(=O)c2nn(-c3ccccc3)c(C)c12	-0.3	i	6%	-64%[inhibitor]	1	-1&4	1%	2%
Cn1c(=O)cc(N)n(Cc2ccccc2)c1=O	0.8	i	5%	-1%	?	-20	1%	6%
Cc1oc(-c2ccccc2F)nc1CS(=O)CC(=O)NCc1ccc(Cl)cc1 (stereo not drawn)	-1.3	i	11%	i	-2	0	-2%	0%
COc1ccc2[nH]c3c(c2c1)CCN1C(=O)N([C@@H](C)C(=O)NCC2CCCO2)C(=O)[C@]31C (stereo partly drawn)	0.0	i	-7%	i	-23	-5	1%	16%
O=c1cnn(Cc2c(Cl)cccc2Cl)c2ccccc12	-14	i	8%	-49%[inhibitor]	9	-7	1%	-12%
COc1ccc(NS(=O)(=O)c2ccc(C)c(NC(=O)c3ccc(C)c(S(=O)(=O)N4CCOCC4)c3)c2)cc1	-0.8	i	10%	-19%	3	-1	-1%	-9%
C=C1[C@@H](O)[C@H](Cc2ccccc2)N(Cc2ccccc2Br)S1(=O)=O	-0.6	i	22%	-37%[inhibitor]	-13	-26	.	?
CCS(=O)(=O)CCSc1nc2c(cc1C#N)CCCC2	1.2	i	8%	-29%[57.5 µM]	20	0	1%	0%
C/C(=N\NC(=O)Cc1cc(=O)[nH][nH]1)c1cccc([N+](=O)[O-])c1	-0.9	i	10%	12%	?	-2	-1%	3%
CCN(CC(=O)NCc1cccs1)c1ccc(S(=O)(=O)N2CCN(C)CC2)cn1	-3.7	i	17%	i	3	1	2%	12%
CN1C(=O)NC(c2ccccc2)(C(F)(F)F)S/C1=C(/C#N)c1nnc(N2CCOCC2)n1-c1ccccc1 (stereo not drawn)	2.2	i	3%	-52%[inhibitor]	-1	1	0%	4%
CC(C)(C)OC(=O)N1CCNc2ccccc2C1	3.5	i	-6%	-53%[inhibitor]	?	7	0%	2%
O=C(O)CCN1C(=O)/C(=C2\C(=O)N(Cc3ccc(F)cc3)c3ccccc32)SC1=S	-10	i	4%	i	-2	3	-2%	-17%
Cc1onc(-c2ccccc2)c1C(=O)OCCOc1ccccc1F	0.1	i	10%	-33%[inhibitor]	9	-1	3%	-27%
C[C@@]12C(=O)Nc3ccc(F)cc3C(=O)N1[C@H]1c3cc(Cl)ccc3OC[C@@H]1[C@@H]2c1ccccc1	1.3	i	4%	i	1	-6	-12%	-11%

Arranged by formula weight (high to low): some entries from above
SMILES	CCT modulator	Akt phos inh	EPAC2 agonist	PTHR1 agonist	D3 antag	DRD3 agonist	Mm-Cpn inhibitor	EPAC2 antag
C[C@@]12C(=O)Nc3ccc(F)cc3C(=O)N1[C@H]1c3cc(Cl)ccc3OC[C@@H]1[C@@H]2c1ccccc1	1.3	i	4%	i	1	-6	-12%	-11%
C=C1[C@@H](O)[C@H](Cc2ccccc2)N(Cc2ccccc2Br)S1(=O)=O	-0.6	i	22%	-37%[inhibitor]	-13	-26	.	?
C/C(=N\NC(=O)Cc1cc(=O)[nH][nH]1)c1cccc([N+](=O)[O-])c1	-0.9	i	10%	12%	?	-2	-1%	3%

(more compounds)
SMILES	CCT modulator	Akt phos inh	EPAC2 agonist	PTHR1 agonist	D3 antag	DRD3 agonist	Mm-Cpn inhibitor	EPAC2 antag
O=C(CN1C(=O)NC2(CCCC2)C1=O)N1CCN(S(=O)(=O)c2ccccc2F)CC1	-2.1	i	-4%	i	5	1	2%	13%
Cc1cc(Cl)ccc1OCCCC(=O)N1CCN(C)CC1	-0.2	i	-5%	i	0	-10	-23%	-7%
Cc1cc(/C=N/Nc2nc(N3CCOCC3)nc(N3CCOCC3)n2)c(C)n1-c1ccccc1	1.4	i	1%	-10%	10	-8	1%	2%
Cc1c(NC(=O)CSc2nc3ccc(Cl)cc3[nH]2)c(=O)n(-c2ccccc2)n1C	0.4	i	9%	0%[57.5 µM]	18	6	1%	3%
COc1ccc(S(=O)(=O)NNC(N)=S)cc1	-1.4	i	0%	i	3	2	0%	-5%
COc1cc(OC)c(C2SCCCS2)cc1OC	-0.8	i	12%	i	3	3	2%	-1%
Cc1ccc(S(=O)(=O)NC(C(=O)N2CCOCCOCCOCC2)C(C)C)cc1 (stereo not drawn)	-0.1	i	6%	i	1	1	2%	14%
COc1cc2cc(CN(CCCO)S(=O)(=O)c3ccccc3Cl)c(=O)[nH]c2cc1OC	0.7	i	4%	i	13	23	-2%	4%
COc1cccc(NC(=S)N/N=C2\CC3CCC2(C)C3(C)C)c1 (stereo not drawn)	-4.9	i	1%	-3%	-8	-8	0%	-3%
Nc1c(Cl)cc(-c2csc(N3CCCC3c3nc4cc(Cl)c(N5CCCCC5)cc4n3CCOCCO)n2)cc1Cl (stereo not drawn)	-1.0	i	-6%	0%	8	5	.	-12%
O=C(O)Cn1cc(C(=O)c2cccs2)c2ccccc21	-0.7	i	4%	-9%[57.5 µM]	-7	-2	-6%	2%
CCOc1ccc(C(=O)CCN2CCCCC2)cc1	-0.7	i	-8%	i	0	-8	-3%	3%[57.1 µM]
CSc1nsc(SC)c1C(=O)NCCNS(=O)(=O)c1ccc(C)cc1	-2.5	i	-16%	i	-1	7	-1%	-6%[57.1 µM]
CCCn1c(SCC(=O)NCc2ccco2)nnc1-c1ccncc1	-0.8	i	17%	-3%	-8	-3	-2%	11%
COc1cc(C)nc(SCC(N)=O)n1	1.9	i	6%	i	13	0	-1%	6%
C[C@H](NC(=O)C(c1ccccc1)c1ccccc1)c1ccccc1	0.2	i	7%	i	1	-7	1%	-23%
CCC(=O)Nc1ccc(NC(=O)c2cc3ccccc3o2)cc1	1.5	i	1%	-7%[57.5 µM]	-24	-15	-3%	21%
CO/C=C\C=C/c1nnn(-c2ccc(Cl)cc2)n1	-4.4	i	5%	-4%	4	5	-11%	14%
Cc1cc(S(=O)(=O)N2CCCC2)ccc1OCC(=O)NC1CCCC1	-5.3	i	9%	i	10	10	-9%	-1%
Cc1ccc(C)c(S(=O)(=O)N2CCN(C(=O)Cn3cnc4c3c(=O)n(C)c(=O)n4C)CC2)c1	-1.5	i	3%	i	6	1	2%	-2%
COc1ccccc1CNC(=O)C1CC(c2ccccc2[N+](=O)[O-])=NO1 (stereo not drawn)	-1.0	i	10%	-10%	?	-13	1%	0%
CCn1c(=O)c([N+](=O)[O-])c(NCC(O)c2ccccc2)c2ccccc21 (stereo not drawn)	-5.1	i	8%	i	-14	-9	1%	-2%
Cc1ccc(S(=O)(=O)N2CCC(C(=O)N3Cc4ccccc4C3)CC2)cc1	0.2	i	2%	-37%	-13	-6	0%	12%
CCOC(=O)C1CCN(Cc2ccc(F)cc2)CC1	1.0	i	3%	i	?	-48	0%	11%
CC1=C(C(=O)OCc2ccccc2)C(/C=C/c2ccccc2)N2C(=O)CCSC2=N1 (stereo not drawn)	-1.2	i	8%	i	12	-5	1%	-3%

This is a subset; the hit share may differ from the screen's.
